# GPR151 activ: activates the human receptor GPR151. activation, % at 11.2 µM. hit rate 1% among 650,000. PathHunter beta-arrestin GPR151 cells, luminescence. Q8TDV0; in the data active = activation above about 4.9%;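 note: 0% = median of compound wells and 100% = cells with positive control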
# TEAD-YAP block: TEAD-YAP interaction inhibition; hit rate 1.4% among 640,000; inhibition, % at 9.12 µM; AID 1259422; HEK-TIYL cells, TEAD-Gal4/YAP UAS-luciferase luminescence; in the data active = inhibition above about 32%;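 note: 0% = median of test compound wells and 100% = reference inhibitor wells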
# FBW7 act: human FBW7 E3 ligase activation, primary screen; Q969H0; AlphaScreen FBW7–phospho-cyclin E peptide binding, activator screen; normalized activity (activation), % at 26.1 µM; hit rate 0.13% among 650,000; AID 1259310; in the data active = normalized activity above about 1.9%;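 note: purified mutant Fbw7 with reduced substrate affinity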
# MITF primary: human MITF inhibition, primary screen; hit rate 0.91% among 650,000; AID 1259374; AlphaScreen MITF homodimerization, bead proximity signal; inhibition, % at 2.6 µM; O75030; in the data active = inhibition above about 50%;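 note: 0% = vehicle wells with protein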
# Target sequence (O75030 whole entry, looked up): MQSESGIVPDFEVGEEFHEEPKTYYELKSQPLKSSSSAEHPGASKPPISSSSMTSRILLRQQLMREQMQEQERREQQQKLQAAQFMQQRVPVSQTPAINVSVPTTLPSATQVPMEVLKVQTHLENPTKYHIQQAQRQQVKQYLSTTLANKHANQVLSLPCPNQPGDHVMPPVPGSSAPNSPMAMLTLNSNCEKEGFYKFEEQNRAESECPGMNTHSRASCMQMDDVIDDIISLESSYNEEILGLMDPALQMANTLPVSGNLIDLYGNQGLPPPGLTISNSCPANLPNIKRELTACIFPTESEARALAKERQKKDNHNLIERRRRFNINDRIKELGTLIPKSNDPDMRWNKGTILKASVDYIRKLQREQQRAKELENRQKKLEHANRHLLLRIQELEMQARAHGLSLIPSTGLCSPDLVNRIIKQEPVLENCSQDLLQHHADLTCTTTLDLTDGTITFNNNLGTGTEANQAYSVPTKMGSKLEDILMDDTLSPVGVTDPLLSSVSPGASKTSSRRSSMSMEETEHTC
# Starred values were filed as active, the others as inactive; & = joins results of further samples. Rows are unselected, and some 3.5% of all compounds hit somewhere here.
item | SMILES | GPR151 activ | TEAD-YAP block
1 | CCN(CC)CCN1C(=O)c2oc3ccccc3c(=O)c2C1c1cccc(OC)c1 (stereo not drawn) | -0.2 | -1
2 | O=C(c1cc2cc(Br)ccc2oc1=O)N1CCSC1c1ccc(Br)cc1 (stereo not drawn) | -0.1 | -3
3 | CN1CCN(C(=O)/C(C#N)=c2\s/c(=C\c3cccs3)c(=O)n2Cc2ccco2)CC1 | 0.3 | 8
4 | COc1ccc(C(=O)N2CCSCC2)cc1OC1CCN(C(C)=O)CC1 | 2.5 | -7
5 | O=C(N[C@H]1CC[C@H](C(=O)Nc2ccc3[nH]ncc3c2)C1)C(O)c1ccc(F)cc1 (stereo partly drawn) | -1.5&-0.1 | -3&4
6 | Cc1cc(C)c(NC(=S)N(CCCN2CCCCC2)Cc2ccco2)c(C)c1 | 1.9 | -6
7 | O=C1OC(c2ccc(-c3ccccc3)cc2)=N/C1=C\c1ccco1 | -0.6 | 9
8 | COC(=O)c1cc(NC(=O)c2ccc(N3CC4CC(C3)c3cccc(=O)n3C4)c(N)c2)cc(C(=O)OC)c1 (stereo not drawn) | -1.8 | 9

item | FBW7 act | MITF primary
1 | 0.1 | 4
2 | 0.0 | 10
3 | 0.1 | -6
4 | -0.1 | 0
5 | 0.1&0.1 | 13&6
6 | 0.0 | 1
7 | 0.2 | 13
8 | 0.2 | 18

# (cont.)
item | SMILES | GPR151 activ | TEAD-YAP block
9 | CCOc1cc(/C=C2/NC(=O)NC2=O)cc(Br)c1OC(C)C | 0.6 | -18
10 | COc1ccc2c(c1)cc(C)c1nn(CCN3CCCC3)c(=O)n12 | -1.0 | 1
11 | CCOC(=O)C1=C(C)NC2=C(C(=O)CCC2)C1c1ccccc1I (stereo not drawn) | 1.8&0.9 | -2&10
12 | COc1cccc(CNC(=S)NC2CC2)c1 | -0.4 | -2
13 | COc1ccc2c(c1)CCc1sc(NC(=O)Cc3ccc([N+](=O)[O-])cc3)nc1-2 | 0.9 | -5
14 | COc1ccc(Cl)cc1NC(=O)N1CCC(CO)(CC2CCCCO2)CC1 (stereo not drawn) | -0.8 | 0
15 | COc1cccc(C(=O)Oc2ccc(C=O)cc2)c1 | -1.2 | 4
16 | CC1CCN(c2ccc(C(=O)N3CCC4(CC3)NC(=O)c3ccccc3N4)cc2)CC1 | -0.9 | -3

item | FBW7 act | MITF primary
9 | 0.1 | 6
10 | 0.0 | 10
11 | 0.1&0.1 | 10&3
12 | -0.2 | 1
13 | -0.1 | 11
14 | 0.0 | 14
15 | -0.3 | -20
16 | 0.1 | -16

# Further entries follow.
item | SMILES | GPR151 activ | TEAD-YAP block
17 | CCOc1ccc(CNC(=O)c2ccc(NC(=O)C3=C(C)OCCS3)cc2Cl)cc1 | 1.1 | 12
18 | O=C(CCn1c(=S)[nH]c2ccsc2c1=O)NCC1CCCO1 (stereo not drawn) | -0.2 | -1
19 | CCCN1CCN(c2c(Cl)cccc2NC(=O)c2ccc(-c3ccccc3O)o2)CC1 | 0.0 | -2
20 | Cc1cccc(NC(=O)Cn2ncc3c2-c2ccccc2OC3)n1 | -0.3 | 2
21 | COc1cccc(C(=O)N(CN2CCCC2=O)c2cc(C)on2)c1 | 0.5 | 3
22 | O=[N+]([O-])c1nn(-c2ccc(Cl)cc2)n(O)c1=NCc1ccccc1 | -0.7 | -17
23 | COc1ccc(OCCN2C(=O)c3ccc4c5c(ccc(c35)C2=O)CC4)cc1 | 0.5 | -1
24 | CC(C)(CN1CCN(CCO)CC1)NS(=O)(=O)c1ccc(Cl)cc1 | -1.3 | 0

item | FBW7 act | MITF primary
17 | 0.2 | 2
18 | -0.1 | 3
19 | -0.2 | 5
20 | -0.1 | 21
21 | 0.0 | 1
22 | -0.4 | 2
23 | -0.1 | 17
24 | 0.0 | -7

# Carrying on:
item | SMILES | GPR151 activ | TEAD-YAP block
25 | COc1ccc(C2(CNC=O)CCCC2)cc1OC | 1.0 | 4
26 | Cc1nc(C(=O)NCC2CCC3(CCN(Cc4ccc(Cl)cc4)CC3)O2)cs1 (stereo not drawn) | -0.2 | -8
27 | CCOc1cccc2c(C)nc(N=C(N)N)nc12 | 0.4 | 19
28 | CC1(c2ccccc2)C(C#N)=C(N)OC2=C1C(=O)CCC2 (stereo not drawn) | 1.2 | 2
29 | Cc1ccc(NC(=O)c2cc(-c3ccc(Br)cc3)nc3c(C)cccc23)cc1 | -0.3 | -3
30 | Brc1ccc(CN2CCN(Cc3ccco3)CC2)cc1 | -0.7 | -4
31 | CCOC(=O)N1CCN(c2ccc3nnc(CCC(=O)Nc4ccc(C)cc4)n3n2)CC1 | 1.4 | 8
32 | Cc1ccc(NC(=O)Cn2c(=O)oc3cc(S(=O)(=O)N4CCOCC4)ccc32)cc1 | -0.2 | -2

item | FBW7 act | MITF primary
25 | 0.0 | -4
26 | -0.1 | -5
27 | 0.2 | 11
28 | -0.1 | 13
29 | 0.0 | 1
30 | 0.1 | 86*
31 | 0.1 | 6
32 | 0.1 | -1

# (listing goes on)
item | SMILES | GPR151 activ | TEAD-YAP block
33 | COc1cccc(CCC(=O)NCCNC2CCNC(=O)c3[nH]ccc32)c1 (stereo not drawn) | 0.1 | -2
34 | Clc1nc(NCc2cccnc2)c2ncn(C3CCCCC3)c2n1 | 2.4 | -16
35 | CC(C)(C)c1ccc(-c2nc3cc(NC(=O)c4ccc(Cl)c([N+](=O)[O-])c4)ccc3o2)cc1 | 0.0 | 13
36 | COc1ccccc1N1CCN(C2CCCN(C(=O)c3oc(C)cc3C)C2)CC1 (stereo not drawn) | -1.9 | 9
37 | O=C(N[C@@H](Cc1ccccc1)C(=O)O)c1ccc(Cl)cc1Cl | 5.0* | 1
38 | CCOC(=O)c1c(-c2ccc(OC)cc2)csc1NC(=O)/C(C#N)=C/c1ccc(C)o1 | 1.4 | -11
39 | CCOc1ccc(NC(=O)CSc2nc3n[nH]c(C)c3c(=N)n2-c2ccccc2Cl)cc1 | -1.2 | 5
40 | CCOc1ccc(NC(=O)CSc2nnc3c(n2)[nH]c2ccc(S(=O)(=O)N(C)C)cc23)cc1 | 1.4 | 11

item | FBW7 act | MITF primary
33 | -0.3 | 2
34 | 0.2 | 3
35 | 0.0 | 1
36 | 0.3 | 3
37 | 0.1 | 11
38 | 0.0 | -5
39 | 0.2 | 8
40 | 0.1 | 2

# Compound profiles, as listed above. Order of values: GPR151 activ | TEAD-YAP block | FBW7 act | MITF primary
# Clc1nc(NCc2cccnc2)c2ncn(C3CCCCC3)c2n1 is listed with 2.4 | -16 | 0.2 | 3
# CCOc1ccc(NC(=O)CSc2nc3n[nH]c(C)c3c(=N)n2-c2ccccc2Cl)cc1 is listed with -1.2 | 5 | 0.2 | 8
# CC(C)(C)c1ccc(-c2nc3cc(NC(=O)c4ccc(Cl)c([N+](=O)[O-])c4)ccc3o2)cc1 is listed with 0.0 | 13 | 0.0 | 1

# Later entries
item | SMILES | GPR151 activ | TEAD-YAP block
41 | CCOc1ccccc1NC(=O)C1=C(C)NC(=O)NC1c1cc(OC)c(OC)c(OC)c1 (stereo not drawn) | 0.4 | -12
42 | O=c1[nH]c(/C(=N\O)c2ccccc2)no1 | -1.5 | -7
43 | CCOc1ccc(C2=NN3C(C2)c2cc(Cl)ccc2OC3c2ccc(OC)c(OC)c2)cc1 (stereo not drawn) | -0.3 | -8
44 | COC(=O)c1ccc(OCC(O)Cn2c[n+](C)c3cc(C)c(C)cc32)cc1 (stereo not drawn) | -0.3 | -6
45 | CCOC(=O)N1CCN(c2ncc(-c3cccs3)cn2)CC1 | 0.3 | -65
46 | COc1ccccc1N1CCN(C(=O)/C(C)=C\c2ccccc2)CC1 | -0.6 | -4
47 | COc1ccc(-c2nnc(SCC(=O)Nc3ccc(C)c(C)c3)o2)cc1 | 0.5 | 11
48 | COCCN1C(=O)C(=O)/C(=C(\O)c2ccccc2)C1c1ccccc1 (stereo not drawn) | 0.7 | 2

item | FBW7 act | MITF primary
41 | 0.1 | -9
42 | -0.4 | 11
43 | -0.1 | 3
44 | 0.0 | 22
45 | 0.0 | 1
46 | 1.2 | 7
47 | 0.1 | 7
48 | 0.0 | 0

# Values by screen from above.
# Compounds 41–48 in MITF primary, in turn: -9, 11, 3, 22, 1, 7, 7, 0
# Compounds 41–48 in GPR151 activ, in turn: 0.4, -1.5, -0.3, -0.3, 0.3, -0.6, 0.5, 0.7

# (more compounds)
item | SMILES | GPR151 activ | TEAD-YAP block
49 | CCOC(=O)c1sc(NC(=O)C2=COCCO2)cc1C | 0.6 | -64
50 | CCOC(=O)c1c(-c2ccccc2)csc1/N=C/c1c(C)[nH]n(-c2ccccc2)c1=O | 0.2 | -10
51 | COc1nc(NCCO)nc(-c2ccc(C(=O)N3CCN(C)CC3)cc2)n1 | -1.7 | -1
52 | COc1ccc(/C=N/Nc2ccc3ccccc3n2)c(OC)c1 | -1.6 | 15
53 | Cn1c(SCC(=O)c2ccc(Br)cc2)nc2c1c(=O)[nH]c(=O)n2C | -0.7 | -1

item | FBW7 act | MITF primary
49 | -0.1 | -5
50 | -0.3 | 6
51 | 0.1 | 20
52 | -0.1 | -1
53 | 0.1 | 3

# Pulled one by one from the entries so far, 2 records:
item | SMILES | GPR151 activ | TEAD-YAP block
53 | Cn1c(SCC(=O)c2ccc(Br)cc2)nc2c1c(=O)[nH]c(=O)n2C | -0.7 | -1
52 | COc1ccc(/C=N/Nc2ccc3ccccc3n2)c(OC)c1 | -1.6 | 15

item | FBW7 act | MITF primary
53 | 0.1 | 3
52 | -0.1 | -1

# Grouped by structure: those above with a nitro group on carbon.
item | SMILES | GPR151 activ | TEAD-YAP block
13 | COc1ccc2c(c1)CCc1sc(NC(=O)Cc3ccc([N+](=O)[O-])cc3)nc1-2 | 0.9 | -5
22 | O=[N+]([O-])c1nn(-c2ccc(Cl)cc2)n(O)c1=NCc1ccccc1 | -0.7 | -17
35 | CC(C)(C)c1ccc(-c2nc3cc(NC(=O)c4ccc(Cl)c([N+](=O)[O-])c4)ccc3o2)cc1 | 0.0 | 13

item | FBW7 act | MITF primary
13 | -0.1 | 11
22 | -0.4 | 2
35 | 0.0 | 1

# Screening results as filed in PubChem.
